High-throughput results from PubChem BioAssay.
CHRM1 PAM = potentiates human M1 receptor response to acetylcholine; P11229; CHO-K1 hM1, Fluo-8 calcium fluorescence, ACh EC20; 0% = ACh EC20, 100% = maximal ACh; activation, % at 3 µM; 360,000 tested, 0.088% active; AID 588819; in the data active = activation above about 19%, passing the limit was not always enough
Target sequence (P11229 whole entry, looked up): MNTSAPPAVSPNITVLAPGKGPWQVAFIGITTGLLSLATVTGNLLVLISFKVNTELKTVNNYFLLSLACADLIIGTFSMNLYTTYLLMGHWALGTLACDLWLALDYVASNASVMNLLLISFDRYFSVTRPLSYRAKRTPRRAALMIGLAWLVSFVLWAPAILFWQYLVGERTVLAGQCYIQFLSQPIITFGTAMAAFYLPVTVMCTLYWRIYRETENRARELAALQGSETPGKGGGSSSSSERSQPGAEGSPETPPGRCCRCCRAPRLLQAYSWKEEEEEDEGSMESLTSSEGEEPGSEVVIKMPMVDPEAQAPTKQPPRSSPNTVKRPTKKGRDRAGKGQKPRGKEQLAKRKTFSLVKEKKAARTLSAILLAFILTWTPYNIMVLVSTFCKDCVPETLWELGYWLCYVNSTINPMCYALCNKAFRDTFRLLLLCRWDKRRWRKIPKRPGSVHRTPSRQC
CHRM1 antagonist = human CHRM1 antagonism; CHO-K1 hM1, Fluo-8 calcium fluorescence, ACh EC80 antagonist; inhibition, % at 3 µM; 360,000 tested, 1.3% active;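 active = percent inhibition above its own plate's cutoff, namely the mean of that plate's compound wells plus 3 SD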;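 note: peak over basal fluorescence ratio during 140 s after agonist addition; 0% = ACh EC80 plus DMSO and 100% = DMSO alone without agonist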
CHO-K1 Ca PAM = nonselective activator or artifact in parental CHO-K1 calcium assay. activation, % at 3 µM. ATP EC20, Fluo-8 calcium fluorescence; 0% at ATP EC20, 100% at ATP max. 360,000 tested, 0.02% active;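 active = activation above the run cutoff, the mean activation of all test compounds plus 3 SD, cut at about 40% in these data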;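 note: peak over basal fluorescence ratio in a 140 s read after ATP addition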
CHO-K1 Ca antag = nonselective inhibitor or artifact in parental CHO-K1 cells; ATP-induced calcium, Fluo-8 fluorescence; inhibition, % at 3 µM; 360,000 tested, 0.6% active; AID 602250;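 active = inhibition above a per-plate cutoff, the plate's mean sample inhibition plus 3 SD, cut at about 24% in these data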;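 note: 0% = DMSO plus EC80 ATP and 100% = DMSO alone without ATP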
TAAR1 antag = human TAAR1 antagonism; inhibition, % at 3 µM; Q96RJ0; 360,000 tested, 1.5% active; AID 624466; CHO RD-HGA16 TAAR1, Fluo-8 calcium fluorescence, antagonist;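 active = inhibition above a per-plate cutoff, the mean inhibition of test compounds on that plate plus 3 SD, cut at about 49% in these data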;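 note: 0% = DMSO plus EC80 beta-PEA response and 100% = DMSO alone without agonist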
Target sequence (Q96RJ0 whole entry, looked up): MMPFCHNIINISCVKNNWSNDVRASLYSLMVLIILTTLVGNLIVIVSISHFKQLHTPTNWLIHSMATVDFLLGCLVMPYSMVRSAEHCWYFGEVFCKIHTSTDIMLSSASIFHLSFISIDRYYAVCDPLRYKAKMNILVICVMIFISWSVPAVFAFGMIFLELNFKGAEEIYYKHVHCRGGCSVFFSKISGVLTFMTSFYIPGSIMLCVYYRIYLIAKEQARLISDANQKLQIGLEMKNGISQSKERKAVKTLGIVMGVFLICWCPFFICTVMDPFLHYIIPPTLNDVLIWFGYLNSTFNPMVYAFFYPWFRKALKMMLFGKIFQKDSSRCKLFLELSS
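Material: CHO RD-HGA16 cells bearing hTAAR1; compound dosing: one-point dosing, 3 µM nominal final; schedule: dye loading 75 min at 37 °C, then 30 min room temperature; measured by: calcium fluorescence with Fluo-8; control set: vehicle and agonist controls; replication: n of 1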
M1 ag parental = counter-screen for M1 agonists: effect in parental CHO-K1 cells | Fluo-8 calcium fluorescence; scaled to maximal ATP response, vehicle zero | activation, % at 3 µM | 360,000 tested, 0.48% active | AID 602248; in the data active = activation above about 15%;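 note: untransfected CHO-K1 host cells lacking M1 receptor as counterscreen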
CHO parental Ca = counter-screen for OX1R antagonists: effect in parental CHO cells. parental CHO-K1, ATP-induced calcium, Fluo-8 fluorescence. inhibition, % at 5.6 µM. 330,000 tested, 0.63% active. AID 463079;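 active = inhibition above that plate's mean sample inhibition plus 3 SD, cut at about 26% in these data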;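 note: 0% = ATP-challenged DMSO wells and 100% = DMSO wells without ATP; some compounds past the cut are filed as inactive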
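Test system: untransfected parental CHO cell line. Compound: one dose, 5.6 µM nominal. Detection: intracellular calcium via Fluo-8 no-wash fluorescent dye. Measure: % inhibition. Benchmarks: ATP-challenged DMSO wells low, unchallenged DMSO wells high.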
CHRM1 agonist = agonists of human M1 muscarinic receptor; P11229; CHO-K1 hM1, Fluo-8 calcium fluorescence, agonist mode; 0% DMSO, 100% acetylcholine EC100; activation, % at 3 µM; 360,000 tested, 0.33% active; AID 588814;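 active = activation above the run's mean compound activation plus 3 SD, cut at about 16% in these data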;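 note: peak over basal fluorescence ratio within a 140 s kinetic read after compound addition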
TAAR1 ag = human TAAR1 agonism | Q96RJ0 | CHO RD-HGA16 TAAR1, Fluo-8 calcium fluorescence; vehicle wells 0%, saturating PEA agonist 100% | activation, % at 3 µM | 360,000 tested, 0.99% active | AID 624467;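 active = activation above the mean activation of all test compounds in the run plus 3 SD, cut at about 38% in these data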
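Repeats: no replicates (n 1) | Material: CHO-derived RD-HGA16 cells with stable Gα16 and human TAAR1 | Technique: Kinetic Fluo-8 calcium fluorescence | Schedule: 17-24 h seeding, 75 min 37 °C dye, 30 min RT | Evaluation: % activation from peak over basal fluorescence ratio, DMSO-to-PEA scaled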
* marks the source's active call; other numbers are inactive results; x = not tested or not shown.

SMILES	CHRM1 PAM	CHRM1 antagonist	CHO-K1 Ca PAM	CHO-K1 Ca antag	TAAR1 antag	M1 ag parental	CHO parental Ca	CHRM1 agonist	TAAR1 ag
Cc1cc(=O)n2c3ccccc3n(CC(O)CN3CCN(CCO)CC3)c2c1C#N (stereo not given)	0	1	17	14	-25	0.3	-17	-8	4
COc1ccc(S(=O)(=O)CCC(=O)N(C)c2ccc(OC)cc2OC)cc1	7	-12	14	-12	-19	1.2	6	-7	4
COc1ccc(CNC(=O)N2CCN(C(=O)c3ccccc3)CC2)cc1	8	-2	15	-9	8	3.2	x	1	0
C[C@H](CO)N1C[C@H](C)[C@@H](CN(C)Cc2ccc3c(c2)OCO3)Oc2c(NC(=O)C3CC3)cccc2C1=O	-1	5	0	-4	x	0.5	-23	-9	x
O=C(c1ccc([N+](=O)[O-])cc1)N1CCc2ccccc21	4	-5	13	-8	2	0.8	0	-5	-2
CC(=O)C(=Nc1ccc(Cl)cc1Cl)NNc1cccc(Cl)c1	5	-5	23	-10	45	-0.1	-4	-5	5
O=C(Nc1ccc(Cl)cc1)N(C1=NCCC1)c1ccc(OC(F)F)cc1	-11	14	10	14	37	7.4	9	-2	19
COP(=O)(OC)c1nc(-c2cccc3ccccc23)oc1NCc1ccccc1	7	-10	13	-7	-20	0.2	-22	-4	-1
COCCn1c(SCc2nc3ccccc3c(=O)[nH]2)nnc1-c1ccncc1	2	-5	22	-4	-9	1.2	-2	-4	3
CC1(C(=O)O)CCCN(C(=O)c2cc3ccccc3s2)C1 (stereo not given)	-3	10	-11	11	-14	-0.1	x	-2	1
CCC(C)(C)NC(=O)C(c1ccc(C)cc1)N(Cc1ccco1)C(=O)Cn1nnc2ccccc21 (stereo not given)	6	-33	1	-4	-9	-0.6	9	-5	1
CCCn1nc(NC(=O)c2cccs2)c2cc3ccccc3nc21	-3	1	26	-6	19	3.1	-19	-4	8
COc1ccc(C(=O)Nc2nnc(SCC(=O)NCc3ccco3)s2)c(OC)c1	-4	4	-27	10	4	1.3	-1	-6	2
CCN(CC)C(=O)CSc1nc2cc(OC)c(OC)cc2c(=O)n1Cc1ccc(Cl)cc1	-8	-2	-4	0	9	-0.5	-22	-1	5
Cc1ccccc1C(C(=O)NCc1ccccc1)N(Cc1ccco1)C(=O)c1ccccn1 (stereo not given)	-2	16	7	11	50*	4.2	-19	3	21
c1ccc(COc2ncnc3c2ncn3CCCN2CCN(c3ncccn3)CC2)cc1	5	-4	-10	7	-9	-0.2	x	-11	-2
Cc1cccc(C2c3c(n(C)c(=O)n(C)c3=O)N=C3c4ccccc4C(=O)C32)c1 (stereo not given)	17	-1	-15	11	-1	-0.1	x	1	-1
O=C1OCCN1N=Cc1ccco1	7	-12	15	-8	-6	0.2	x	4	2
Oc1[nH]c2ccccc2c1/C=N/N1CCCCC1	-12	22	28	-11	-6	0.9	10	32*	0
COc1ccc(-c2cc(C)no2)cc1S(=O)(=O)N(C)Cc1ccco1	8	-16	9	-5	-21	0.8	1	-1	2
Cc1ccc(N(CC(=O)NCc2ccc3c(c2)OCO3)S(C)(=O)=O)cc1	1	-2	10	-12	-5	0.0	-3	-3	24
O=C(CCc1nnc2n(Cc3ccc(F)cc3)c(=O)c3ccccc3n12)NCCN1CCOCC1	3	12	13	1	-10	-0.3	-10	-7	1
CSc1ncc(C(=O)Nc2ccc(C)cc2C)c(C)n1	4	-9	-12	-14	0	-0.2	-16	-6	3
C[C@H](N=C1NS(=O)(=O)c2ccccc21)C(=O)OCc1cc([N+](=O)[O-])cc2c1OCOC2	-9	24	7	-11	5	3.1	-11	-3	1
CC(=O)N1CCN(C(=O)C(Cc2ccccc2)NC(=O)c2ccccc2)CC1 (stereo not given)	9	-7	30	-10	-4	1.7	1	-2	2
CC(NC(=O)CNC(=O)c1ccco1)c1ccccc1 (stereo not given)	10	-4	5	-9	-2	-0.2	2	-3	2
COc1c(O)cccc1[C@@H](O)C1CCN(CCc2ccc(F)cc2)CC1	9	-6	21	-15	0	2.0	1	-8	6
O=C(OCc1ccccn1)c1ccc(COc2ccc3ccccc3c2)o1	-8	20	6	1	19	9.7	48*	0	0
Cn1cc(-c2ccc3c(c2)OCO3)c2ccccc21	4	-5	13	1	-14	0.2	x	-4	2
CCC(C)(C)NC(=O)C(c1ccc(OC)cc1)N(C(=O)CCC(=O)Nc1cc(C)on1)c1ccc(OC)c(OC)c1 (stereo not given)	15	-19	-6	3	-10	-0.2	-20	-3	4
CCSc1nc2ccccc2n1CC(=O)N1CCOCC1	8	-5	14	-1	-1	-0.3	-2	-6	0
CC1(C)CC(=O)N(c2ccc(C#N)cc2)C(=O)C1	-1	13	-9	-1	-3	0.1	-5	-5	2
CC(NC(=O)c1cccs1)c1ccc(Br)cc1 (stereo not given)	5	-6	18	-7	-29	3.5	2	-4	3
CNC(=O)CSCCn1c(SCC(=O)NC)nc2ccccc2c1=O	7	-7	20	-16	3	0.6	-8	-4	1
COc1ccc(C(=O)NCCSc2ccccc2)cc1	6	-4	-4	-5	15	-0.5	-20	11	-1
CC1CCCC(C)N1S(=O)(=O)c1ccc(Cl)cc1 (stereo not given)	2	-4	6	-8	5	-0.4	-13	-9	1
COc1cccc(/C=N/NC(=O)Cn2cnc3c2c(=O)n(C)c(=O)n3C)c1OC	-2	8	1	-5	-28	0.5	-1	-3	3
Cc1cccc(-n2c(SCC(=O)NCc3ccco3)nnc2-c2ccco2)c1	8	-7	12	-17	-5	0.1	-14	-8	0
COc1ccc(-n2c(SCC(=O)Nc3cccc4ccccc34)nc(O)cc2=O)cc1	13	-19	1	1	-6	0.8	4	-1	2
CCOc1ccc(N2CC(C(=O)Nc3cccc(S(=O)(=O)NC4=NCCC4)c3)CC2=O)cc1 (stereo not given)	11	-12	-16	7	-4	0.4	-6	-4	-1
CC(=O)Nc1ccc(S(=O)(=O)NCCC(=O)NCCc2ccc(F)cc2)cc1	1	-3	15	-24	9	0.5	-5	-3	13
CC(C)Cn1c(CN2C(=O)c3ccccc3C2=O)nc2ccccc2c1=O	9	-15	-6	22	-10	-0.4	-2	1	19
CCCCSc1nnc(-c2ccc(C)cc2)n1C	5	-6	3	2	-19	-0.1	-12	-2	8
Cn1c(CNC(=O)c2ccc(Cl)cc2)nnc1SCC(=O)N1CCOCC1	13	-13	6	-5	-11	0.8	11	-3	2
COCCNC(=S)NN=C1CCC(c2ccccc2)CC1 (stereo not given)	-5	6	-2	-8	-14	1.5	1	-5	0
CCc1cc(C(=O)c2ccc(OC)cc2)c(NC(=O)CN2CCCCC2)s1	4	-2	5	-8	-15	0.9	-2	-1	3
CC(=O)c1c(C)[nH]c(C(=O)NCCC2=CCCCC2)c1C	-1	0	7	-3	26	3.5	-8	-3	20
CCc1sc(C(=O)NCc2ccccc2)cc1C	16	-23	23	-15	-12	0.2	-4	-2	-3
OCCNCCOc1ccc(Cl)c(Cl)c1	1	-1	-1	10	2	0.0	-5	-5	1
O=C(Cc1ccccc1[N+](=O)[O-])c1ccc2c(c1)OCO2	0	0	4	-1	-15	-0.8	x	-6	-1
CC1(C)CC(NC(=O)c2ccncc2)CC(C)(C)N1O	15	-13	28	-12	1	1.3	-4	-5	3
Cc1ccc(C)c(NC(=O)C(=O)NCC2CCCN2S(=O)(=O)c2cccs2)c1 (stereo not given)	-1	4	4	4	9	5.4	-11	-3	3
COc1ccc(CN/C(C)=C(/C#N)C(N)=O)cc1OC	6	-2	-5	5	-3	0.6	-4	-3	2
O=C(CC1(O)C(=O)Nc2ccccc21)c1ccc(-n2cnnn2)cc1 (stereo not given)	0	3	1	-15	-2	0.4	-1	-3	1
CCCc1nc2ccccc2c(=O)n1-c1ccc(C(=O)OCC)cc1	6	-6	14	-10	9	1.2	-6	-4	0
Cc1ccnc(NC(=O)CNC(=O)c2cccs2)c1	5	-6	11	5	-13	0.3	-4	-2	0

Further structures follow.
SMILES	CHRM1 PAM	CHRM1 antagonist	CHO-K1 Ca PAM	CHO-K1 Ca antag	TAAR1 antag	M1 ag parental	CHO parental Ca	CHRM1 agonist	TAAR1 ag
O=C(CCS(=O)(=O)c1ccccc1)NCCS(=O)(=O)c1ccccc1	8	3	14	5	12	-0.4	-5	-10	3
C/C(N)=C(/C#N)C(=O)CSc1nn(-c2ccc(Cl)cc2)c(=S)s1	-3	12	-10	-2	6	4.6	-13	0	11
C[C@@H]1CN([C@H](C)CO)C(=O)c2cc(Br)cnc2O[C@@H]1CN(C)Cc1ccc(F)cc1	15	-10	-9	4	-14	-0.5	x	-1	0
O=c1c2ccccc2nc(/C=C/c2ccccc2)n1CCCO	13	-5	-10	-5	9	2.0	-19	-1	7
O=C(CCc1c[nH]c2ccccc12)NCC1COc2ccccc2O1 (stereo not given)	3	-2	4	-14	-14	0.8	-10	-5	5
Cc1c(/C(O)=C2/C(=O)C(=O)N(CCN(C)C)C2c2ccc(C(C)C)cc2)cnn1-c1ccccc1 (stereo not given)	7	-8	14	-11	2	0.5	-15	-5	7
COc1ccc(C2=NS(=O)(=O)N(C)C(C(=O)NCc3ccccc3)=C2)cc1OC	1	-12	23	-10	8	4.0	-1	3	3
CCCn1ncc(CN2CCC(Oc3ccc(C(=O)N4CCCC4)cc3)CC2)c1C	-12	19	21	-15	-3	0.4	-8	-6	2
CCC[n+]1cn(/C(C(=S)Nc2cccc(Cl)c2C)=C(/[O-])c2ccc(OC)c(OC)c2)c2ccccc21	0	10	-18	17	-5	0.1	-11	-2	2
Cc1c(Cl)cccc1NC(=O)CCC(=O)NNC(=O)CCC(=O)O	6	3	5	-14	-3	0.4	7	-7	7
COc1ccc2nc(NC(=O)Nc3ccccc3OC)sc2c1	6	-9	26	-20	-1	1.5	-12	0	7
Cc1cccc(NC(=O)c2ccccc2C(=O)Nc2cccc(C)c2)c1	1	-7	6	-4	-23	0.7	-25	-4	2
CC(C)OC(=O)/C(C#N)=C/c1ccc(-c2ccc(SC(F)F)cc2)o1	2	-5	7	-5	-14	0.1	-7	-2	2

An excerpt from above, reduced to CHO parental Ca and CHO-K1 Ca antag:
mol	CHO parental Ca	CHO-K1 Ca antag
CC(=O)N1CCN(C(=O)C(Cc2ccccc2)NC(=O)c2ccccc2)CC1 (stereo not given)	1	-10
COP(=O)(OC)c1nc(-c2cccc3ccccc23)oc1NCc1ccccc1	-22	-7
CC1CCCC(C)N1S(=O)(=O)c1ccc(Cl)cc1 (stereo not given)	-13	-8
